Cneo AK release = Cryptococcus neoformans cell lysis inducers, primary screen, AK release luminescence, single concentration; AID 651654, 2012; actives 0.2% (n = 360,000); lysis activity, % at 15 µM; C. neoformans lysis, adenylate kinase release luminescence, 4 h; normalised: neutral wells 0, clomiphene wells 100;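 active = mean lysis activity across replicates of at least 80%, whatever share of replicates individually reach that level; inactive = mean lysis activity below 80%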
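Assay system: Cryptococcus neoformans yeast cells / Dosing: single-point compound dose / Timing: 4 h at 37 °C static, read 1 h later / Measured by: luminescence of released adenylate kinase using an AK detection reagent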
LGR2 antag = inhibitors of bursicon-induced LGR2 CRE-luciferase signal, primary screen, cell-based, HEK293, CRE-luciferase reporter, bursicon stimulation; Drosophila bursicon receptor LGR2 (rickets); bursicon-stimulated, 4 h; inhibition, % at 9.99 µM; actives 0.35% (n = 380,000); AID 720647, 2013;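 active = drop in luminescence signal, shown as inhibition above about 50% in the replicate tests, limit read from the data, passing the limit was not always enough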;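 note: agonist challenge used bursicon conditioned medium at about half maximal strength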
INS-1E GSIS act = GLuc luminescence reporter in INS-1E cells, primary screen for activators of glucose-dependent secretion of insulin; INS-1E GLuc reporter insulin secretion, 2-3 h; activation, % at 16.6 µM; actives 0.61% (n = 370,000);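 active = lowest replicate activation of at least 40%, so every replicate reaches that level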;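 note: 0% = median of neutral control wells and 100% = median of IBMX positive control wells; some compounds called inactive have numbers as strong as hits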
PAX8 inh HTS = inhibitors of PAX8-driven TPO luciferase reporter, primary screen, RMG-I cells, single concentration; SteadyGlo, 24 h; AID 652154, 2013; actives 1.2% (n = 360,000); inhibition, % at 12.6 µM;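 active = mean replicate inhibition at least 60% with every replicate also reaching 60%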;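 note: luciferase light reporting Pax8 driven TPO promoter activity; plate controls were median of neutral control wells for no effect and mitoxantrone controls for full effect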
ARNT TACC3 PPI = disruptors of ARNT/TACC3 protein interaction, primary screen, biochemical, AlphaScreen, single concentration; actives 0.66% (n = 390,000); Transforming acidic coiled-coil-containing protein 3 (Homo sapiens), Q9Y6A5; AlphaScreen His-ARNT PAS-B/GST-TACC3 binding, luminescence; TACC3 fragment carries E629A point mutation; AID 623870, 2012; inhibition, % at 9.99 µM;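 active = mean inhibition of replicates at least 50% and at least half of replicates each reaching 50%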;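 note: 0% = complete ARNT plus TACC3 wells and 100% = ARNT alone without TACC3; many hits fall short of the cut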
PGC1a acetyl inh = inhibitors of PGC1a acetylation signal, primary screen, cell-based, U2OS, AlphaScreen, inhibitor mode; AID 651687, 2012; AlphaScreen anti-acetyl-lysine; with virally co-expressed GCN5 acetyltransferase; actives 0.17% (n = 350,000); inhibition, % at 15.6 µM;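 active = every replicate shows inhibition of at least 40%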;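 note: 0% = neutral control wells and 100% = positive control wells; some results beyond the cut were filed as inactive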
Statin myotox sup = suppressors of statin myotoxicity in C2C12 myotubes, primary screen, cell-based, single point, plate reader. C2C12 myotubes + simvastatin, ATP luminescence, 48 h; scaled: DMSO 0, geranylgeraniol control 100. rescue of ATP level, % at 7.49 µM. actives 0.78% (n = 330,000);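 active = mean ATP rescue above about 67%, or every replicate alone reaching that limit, limit read from the data, passing the limit was not always enough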;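 note: myotubes were challenged with 10 µM simvastatin during compound exposure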
PglD DTNB = C. jejuni PglD acetyltransferase inhibitors, primary screen, biochemical, DTNB colorimetric, single point | UDP-N-acetylbacillosamine N-acetyltransferase PglD (Campylobacter jejuni) | actives 0.098% (n = 360,000) | inhibition, % at 12.5 µM | purified PglD enzyme, DTNB colorimetric CoA detection; in the data active = inhibition above about 16%, passing the limit was not always enough; note: strong numbers were not always called active
* marks the source's active call; other numbers are inactive results; . = no result given; & = joins results of further samples. Rows are unselected. About 2.9% of those tested had a hit in this group.

SMILES	Cneo AK release	LGR2 antag	INS-1E GSIS act	PAX8 inh HTS	ARNT TACC3 PPI	PGC1a acetyl inh	Statin myotox sup	PglD DTNB
O=C(N/N=C/c1ccc(F)cc1)c1ccc(OCc2ccccc2)cc1	-5.1	4.8	-5.9	-15.5	-2.5	1.9	-4.2	-2.5
CC(C)(C)c1ccc(NC(=O)N2CCCN(c3c(Cl)cncc3Cl)CC2)cc1	.	5.4	-32.4	11.7	-7.9	-8.0	-43.2	.
Cc1cc(N(CCO)CCO)ccc1N=Nc1cc(F)ccc1F	-1.5	-100.4	20.4	11.6	11.6	10.2	-10.5	-2.5
C[C@@H]1CCCCO[C@H](CN(C)C(=O)CCC(F)(F)F)[C@H](C)CN([C@@H](C)CO)C(=O)c2cc(NS(=O)(=O)c3ccc(Cl)cc3)ccc2O1	1.5	16.2	6.8&-0.3	36.3&20.1	5.0	-0.8	.	8.5
COC(=O)[C@@]1(CCS(=O)(=O)c2ccccc2)N=C(c2ccc(OCCCO)cc2)O[C@H]1c1ccccc1	-12.7	.	.	-5.3	4.0	3.0	.	-0.9
Cc1ccc(S(=O)(=O)Nc2ccc3c(c2)C(=O)N([C@H](C)CO)C[C@@H](C)[C@H](CN(C)Cc2ccc(Cl)c(Cl)c2)O3)cc1	13.0	13.1	-10.0	.	3.3	-15.7	75.4*	-3.1
COc1cc2c(cc1OC)C(c1cccc(F)c1)CC(=O)N2 (stereo not drawn)	0.2	-11.7	9.8	0.3	34.7	0.3	0.3	-1.4
C/C=C/c1cnc2c(c1)C(=O)N([C@@H](C)CO)C[C@H](C)[C@@H](CN(C)C(=O)c1cnccn1)O2	-3.9	6.9	9.8	-20.5	-4.9	2.4	4.4	-2.4
O=C(NC(=S)Nn1cnnc1)c1ccccc1	-2.4	-7.8	.	-6.4	-4.2	0.7	-4.7	5.9
Cc1ccc2cc(CCNC(=O)CCCc3ccccc3)c(=O)[nH]c2c1C	-1.2	-15.2	.	-7.6	-4.7	.	14.3	-7.2
COCCNc1nnc(SCC(=O)c2cc(C)n(C3CC3)c2C)s1	1.3	0.0	-6.0	8.3	.	14.9	5.9	1.9
O=C(C[C@@H]1CC[C@H]2[C@@H](COC[C@@H](O)CN2C(=O)Nc2ccc(Cl)cc2)O1)NCC1CC1	-5.5	-7.0	-9.1	-29.7	3.5	-5.6	-15.8	1.9
CN1C[C@@H]2[C@@H]3C(=O)N(C)C(=O)[C@@H]3[C@](C)(C1=O)N2C(=O)c1ccc(F)cc1	2.8	-7.2	8.2	-2.6	30.9	.	-10.9	-1.7
COCCCNC(=O)CSc1nc2c(sc3ccccc32)c(=O)n1CCCC(=O)NCC1CCCO1 (stereo not drawn)	.	-1.5	1.1	8.9	0.9	.	.	.
COC(=O)C[C@H]1CC[C@H]2[C@H](COc3ccc(NS(=O)(=O)c4cccc(F)c4)cc3C(=O)N2C)O1	0.1	3.4	-5.6	-14.6	-6.3	-0.7	0.5	18.6
CC(=O)N1CCc2cc(S(=O)(=O)NC(Cc3ccccc3)C(=O)O)ccc21 (stereo not drawn)	1.0	7.2	13.1	-11.3	-42.6	-11.5	3.9	-1.0
O=C(COC(=O)C1CCN(/C=C/C(=O)C(F)(F)F)CC1)Nc1ccccc1	.	8.9	19.9	-6.8	4.2	.	.	.
CCCNS(=O)(=O)c1ccc(OCC(=O)N(C)Cc2ccccc2)cc1	0.3	2.6	-1.8	-1.8	-4.3	-27.8	5.4	-11.9
O=S(=O)(c1ccc2ccccc2c1)N1CCN(C2CCN(Cc3ccccc3)CC2)CC1	0.8	.	.	.	14.1	.	-2.3	-1.5
CCOc1ccc2[nH]c(=O)c(CN(Cc3ccc(F)cc3)C(=O)c3ccco3)cc2c1	-0.5	.	.	.	0.0	.	-111.8	-4.7
Cc1nc(-c2noc(-c3cccc(Cl)c3)n2)c(C(F)(F)F)o1	.	-56.9	13.2	-45.0	3.7	-16.7	.	.
O=C(NC(=O)N1CCN(c2ccc([N+](=O)[O-])cn2)CC1)c1ccccc1F	-2.2	6.9	38.7	2.3	2.2	2.1	.	-6.3
Cc1c(NS(=O)(=O)c2ccccc2)c(=O)n(-c2ccccc2)n1C	3.0	.	.	2.7	-8.5	2.3	16.4	-8.0
C[C@@H]1CN([C@H](C)CO)C(=O)Cc2cc(NC(=O)C3CCCCC3)ccc2O[C@@H]1CN(C)CC1CCCCC1	0.1	-1.9	12.8	.	0.6	-12.0	-10.6	-1.8
Cc1ccc2c(C)nc(Nc3nc(CSc4nnc(C)s4)cc(=O)[nH]3)nc2c1	-2.4	.	-27.2	.	-7.0	-1.6	15.9	-3.8
SMILES	Cneo AK release	LGR2 antag	INS-1E GSIS act	PAX8 inh HTS	ARNT TACC3 PPI	PGC1a acetyl inh	Statin myotox sup	PglD DTNB
Cc1ccc2nc(-c3ccc(Br)cc3)cc(C(=O)NCC3CCCO3)c2c1 (stereo not drawn)	-0.9	.	.	-13.8	.	8.9	-4.7	9.5
COc1ccc(-c2cc(C(=O)NCCCN3CCOCC3)no2)cc1	-0.4	2.9	7.7	2.7	-0.5	0.1	-86.5	-2.1
COc1cc(/C=C/C2=NNC(=O)CC2)cc(OC)c1OC	-1.0	-21.3	17.3	14.0	-7.4	-6.8	1.2	6.5
Cc1ccc(/C=C/C(=O)OCC(=O)NCCc2ccc(S(N)(=O)=O)cc2)o1	1.8	-2.6	.	5.6	-7.4	-1.2	0.9	-2.3
Cc1ccc(C(=O)OCC(=O)NC2CCCc3ccccc32)o1 (stereo not drawn)	0.5	-7.6	2.4	-4.9	.	9.3	1.8	2.4
COc1ccc(CNC(=O)c2nc(S(=O)(=O)Cc3ccccc3)ncc2Cl)cc1	-2.1	-1.0	59.1*	36.1	-4.0	-2.6	-70.5	2.9
CCCNC(=O)Nc1ccc2c(c1)C(=O)N(C)[C@H]1CC[C@@H](CC(=O)NCC3CCCCC3)O[C@H]1CO2	-1.8	-6.7	-12.8	-0.8	-3.4	0.6	-17.6	-3.0
C[C@@H]1CN([C@@H](C)CO)C(=O)c2cccc(NC(=O)C3CCOCC3)c2O[C@@H]1CN(C)C	-2.8	-3.0	16.8	-11.9	0.0	-5.5	1.5	-4.9
O=C(c1cccs1)N(CCN1CCCCC1)CC1CCCN(C2CCCC2)C1 (stereo not drawn)	13.7	-3.0	6.3	-112.1	0.3	7.6	6.5	1.3
Cc1cc(N2O[C@H]3C=C[C@@H]2C3)no1	-1.0	7.7	12.0	-6.3	-4.4	-10.2	3.1	-2.7
CCOCCCNC(=O)c1ccc2c(c1)ncn2-c1ccccc1OC	-1.7	-18.0	-17.4	-61.8	-4.1	-1.6	4.5	2.6
O=C(CSc1ccccc1)N1CCN(c2ccccc2)CC1	-0.5	.	.	.	-3.2	-3.7	16.6	-0.6
C[C@@H]1CCCCO[C@H](CN(C)Cc2ccc(C(=O)O)cc2)[C@@H](C)CN([C@@H](C)CO)C(=O)c2cc(NC(=O)Nc3ccccc3)ccc2O1	4.2	-14.3	2.8	5.5	21.2	3.9	.	4.6
COc1ccc2c(c1)C(C)=CC(C)(C)N2C(=O)CNCc1ccc2c(c1)OCO2	0.1	9.1	-38.3	.	2.5	-8.1	-35.9	1.9
CO[C@@H]1CN(C)C(=O)c2ccc(NC(=O)c3nc4ccccc4s3)cc2OC[C@H](C)N(Cc2ccncc2)C[C@H]1C	-4.3	3.6	-15.5	-46.5	3.9	-25.8	-36.0	0.8
O=C(NNc1ccccc1C(F)(F)F)c1cccs1	-1.3	-2.3	13.9	8.4	-8.2	3.3	5.7	-7.9
O=C(c1cccc(F)c1)N1CCCC(C(=O)N2CCCCCC2)C1 (stereo not drawn)	7.2	-16.9	-2.1	3.8	-3.7	-8.8	12.8	-3.1
COc1cccc(N=Nc2ccc(O)c3ncccc23)c1	0.2	-45.8	30.8	48.3	20.0	.	-16.0	4.3
O=C(c1cc(Cl)nc2ccccc12)N1CCCCC1	1.9	.	.	.	-3.0	5.7	-3.2	2.2
O=C(NCc1ccccc1)[C@H]1N[C@H]2c3ccc(-c4ccccc4)c(=O)n3C[C@H]2[C@@H]1CO	4.6	-0.3	9.1	.	18.8	.	18.9	-3.8
Cc1noc(C)c1NC(=O)N(C)C[C@@H]1OCCCC[C@H](C)Oc2ccc(NC(=O)Nc3ccc(F)cc3)cc2C(=O)N([C@@H](C)CO)C[C@@H]1C	-0.4	-4.0	-1.6	0.1	-6.7	2.4	.	-1.2
CCN1CCc2c(sc(NC(=S)NC(=O)c3ccco3)c2C(N)=O)C1	-2.3	-23.2	26.9	6.0	.	-8.8	.	-2.4
Nc1nnc(SC2CC(=O)N(c3ccccc3)C2=O)s1 (stereo not drawn)	-3.9	.	.	.	-7.8	8.6	6.5	-2.8
Cc1ccc(S(=O)(=O)N(C)C[C@@H]2OCCCC[C@@H](C)Oc3ccc(NS(=O)(=O)c4cccs4)cc3C(=O)N([C@@H](C)CO)C[C@H]2C)cc1	-3.1	14.1	-19.2	33.1	5.7	5.7	.	3.1
CC1(C)CC(NC(=O)COc2ccc(Cl)cc2Cl)CC(C)(C)N1	0.6	-1.8	5.3	-1.2	-9.1	10.0	-1.4	-3.2
SMILES	Cneo AK release	LGR2 antag	INS-1E GSIS act	PAX8 inh HTS	ARNT TACC3 PPI	PGC1a acetyl inh	Statin myotox sup	PglD DTNB
CCc1ccc(C(=O)NNc2ccc(F)cc2)cc1	.	-2.8	5.0	6.6	-12.3	7.2	8.6	.
C[C@H]1CN([C@@H](C)CO)C(=O)c2cc(C#CCc3ccccc3)cnc2O[C@H]1CN(C)C(=O)C1CCC1	-2.6	5.5	-5.1	-0.6	-9.0	4.2	5.5	-0.4
Cc1noc(C)c1NC(=O)N(C)C[C@@H]1OCCCC[C@H](C)Oc2ccc(NC(=O)Nc3ccccc3)cc2C(=O)N([C@@H](C)CO)C[C@@H]1C	2.7	0.9	16.6	1.0	0.2	9.9	.	-0.6
COc1ccc(NC(=O)N[C@H]2CC[C@H](CCn3cc(-c4ccccn4)nn3)O[C@@H]2CO)cc1	2.5	15.3	24.1	3.2	20.0*	-2.3	18.7	-1.1
CCCNC(=O)Nc1ccc2c(c1)OC[C@H](C)N(Cc1ccccn1)C[C@H](C)[C@H](OC)CN(C)C2=O	-11.9	4.7	-8.0	11.0	17.1	-1.1	-1.8	1.1
CN(C)c1c([N+](=O)[O-])cc(N2C(=O)C=CC2=O)cc1[N+](=O)[O-]	5.7	.	.	.	-8.8	5.6	-0.5	-7.3

Filtered by structure: the compounds so far with a thiophene ring, fused or not (5)
SMILES	Cneo AK release	LGR2 antag	INS-1E GSIS act	PAX8 inh HTS	ARNT TACC3 PPI	PGC1a acetyl inh	Statin myotox sup	PglD DTNB
COCCCNC(=O)CSc1nc2c(sc3ccccc32)c(=O)n1CCCC(=O)NCC1CCCO1 (stereo not drawn)	.	-1.5	1.1	8.9	0.9	.	.	.
O=C(c1cccs1)N(CCN1CCCCC1)CC1CCCN(C2CCCC2)C1 (stereo not drawn)	13.7	-3.0	6.3	-112.1	0.3	7.6	6.5	1.3
O=C(NNc1ccccc1C(F)(F)F)c1cccs1	-1.3	-2.3	13.9	8.4	-8.2	3.3	5.7	-7.9
CCN1CCc2c(sc(NC(=S)NC(=O)c3ccco3)c2C(N)=O)C1	-2.3	-23.2	26.9	6.0	.	-8.8	.	-2.4
Cc1ccc(S(=O)(=O)N(C)C[C@@H]2OCCCC[C@@H](C)Oc3ccc(NS(=O)(=O)c4cccs4)cc3C(=O)N([C@@H](C)CO)C[C@H]2C)cc1	-3.1	14.1	-19.2	33.1	5.7	5.7	.	3.1
